Screens (PubChem)
beta cell repl: inducers of MIN6 beta-cell proliferation, primary screen, ATP luminescence, uHTS; 0.29% of 330,000 active; proliferation, % at 10 µM; MIN6 cells proliferation, ATPlite luminescence, 48 h; cells starved in 0.2% serum; 100% = growth in 10% serum;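 active means compounds whose signal lies at least 3.5 SD above the mean of all wells on their plate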;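 further: 0% = DMSO-treated cells in low-serum medium and 100% = 10% serum control; some compounds called inactive have numbers as strong as hits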
A3G deaminase: APOBEC3G DNA deaminase inhibitors, primary screen, biochemical, fluorescence, single-stranded DNA substrate, uHTS; DNA dC->dU-editing enzyme APOBEC-3G (Homo sapiens), Q9HC16; recombinant A3G, ssDNA deamination FAM/TAMRA fluorescence; inhibition, % at 20 µM; 0.28% of 330,000 active; AID 493012, 2011;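 active means inhibition of at least 40% at 20 µM, with no more than 30% in the related APOBEC3A deaminase screen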;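 further: plate controls were DMSO wells with A3G for no effect and wells lacking A3G enzyme for full effect; some compounds called inactive have numbers as strong as hits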
Target sequence (Q9HC16 whole entry, looked up): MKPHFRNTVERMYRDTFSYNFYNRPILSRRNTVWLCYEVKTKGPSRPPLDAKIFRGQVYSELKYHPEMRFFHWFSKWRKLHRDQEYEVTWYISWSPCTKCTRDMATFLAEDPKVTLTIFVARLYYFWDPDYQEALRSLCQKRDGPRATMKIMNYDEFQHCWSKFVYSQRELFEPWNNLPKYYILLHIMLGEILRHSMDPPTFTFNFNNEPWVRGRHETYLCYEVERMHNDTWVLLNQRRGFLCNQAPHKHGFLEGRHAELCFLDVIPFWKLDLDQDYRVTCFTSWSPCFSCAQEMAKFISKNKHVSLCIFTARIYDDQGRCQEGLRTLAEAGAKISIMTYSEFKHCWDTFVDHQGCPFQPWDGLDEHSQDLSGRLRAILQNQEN
mIAP activ: activators of mouse IAP, primary screen, biochemical, luminescence, uHTS | AID 2805, 2010 | intestinal alkaline phosphatase [Mus musculus] | activation factor at 10 µM | muIAP, CDP-Star luminescence, 30 min; hits give high values; 1 = vehicle-only enzyme signal, 0 = enzyme-free wells | 0.24% of 330,000 active;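 active means activation factor of at least 2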; further: the source names both 10 and 20 µM as test concentration; values of inactives mirror those of a sister screen read the other way
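Assay system: mouse IAP enzyme; reagent: chemiluminescent substrate CDP-Star; dosing: test compounds delivered from DMSO solution; schedule: 30 min at room temperature; measured by: luminescence from enzymatic CDP-Star hydrolysis; controls: DMSO-only wells and no-enzyme negative control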
hIAP inh: human IAP inhibitors, primary screen, biochemical, luminescence, uHTS; Intestinal-type alkaline phosphatase (Homo sapiens), P09923; inhibition, % at 10 µM; 0.12% of 330,000 active; purified IAP, CDP-Star luminescence, 30 min;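 active means inhibition reaching a set limit with compound at 10 µM in the primary screen, cut at about 35% in these data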;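 further: plate controls were DMSO wells with enzyme for no effect and no-enzyme buffer wells for full effect; values of inactives mirror those of a sister screen read the other way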
Target sequence (P09923 whole entry, looked up): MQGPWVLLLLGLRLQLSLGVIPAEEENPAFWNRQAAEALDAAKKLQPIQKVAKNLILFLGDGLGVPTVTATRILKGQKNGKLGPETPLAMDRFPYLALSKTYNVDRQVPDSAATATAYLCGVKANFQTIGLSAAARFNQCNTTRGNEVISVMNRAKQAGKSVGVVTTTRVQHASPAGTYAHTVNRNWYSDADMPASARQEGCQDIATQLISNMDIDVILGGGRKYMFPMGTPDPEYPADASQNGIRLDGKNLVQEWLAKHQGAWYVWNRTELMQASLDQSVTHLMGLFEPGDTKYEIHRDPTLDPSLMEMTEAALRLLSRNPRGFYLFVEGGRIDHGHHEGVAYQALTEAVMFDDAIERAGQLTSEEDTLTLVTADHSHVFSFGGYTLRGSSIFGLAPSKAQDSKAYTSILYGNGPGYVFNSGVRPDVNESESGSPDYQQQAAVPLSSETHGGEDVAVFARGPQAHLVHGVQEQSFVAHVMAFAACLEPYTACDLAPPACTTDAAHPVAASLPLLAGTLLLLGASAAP
A3A deaminase: APOBEC3A ssDNA deaminase inhibitors, primary screen, selectivity assay for APOBEC3G inhibitor project, biochemical, FAM/TAMRA oligo cleavage fluorescence | DNA dC->dU-editing enzyme APOBEC-3A (Homo sapiens), P31941 | 0.41% of 330,000 active | AID 493011, 2011 | recombinant A3A, FAM/TAMRA ssDNA deamination fluorescence | inhibition, % at 20 µM;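 active means at least 40% inhibition at 20 µM here, with at most 30% in a related deaminase screen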;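 further: plate controls were A3A with DMSO for no effect and wells lacking A3A enzyme for full effect; some results filed as inactive read as strong as hits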
Target sequence (P31941 whole entry, looked up): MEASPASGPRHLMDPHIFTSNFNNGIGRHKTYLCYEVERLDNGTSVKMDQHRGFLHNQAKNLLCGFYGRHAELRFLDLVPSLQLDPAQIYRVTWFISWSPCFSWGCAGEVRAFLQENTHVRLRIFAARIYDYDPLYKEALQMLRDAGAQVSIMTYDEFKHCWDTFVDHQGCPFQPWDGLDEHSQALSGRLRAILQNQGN
NLRP3 yeast inh: NALP3 inflammasome inhibitors in reconstituted yeast, primary screen, luminescence, uHTS; 0.39% of 330,000 active; Yeast reconstituted NLRP3/ASC/caspase-1, beta-gal luminescence, 24 h; inhibition, % at 10 µM;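 active means inhibition of 50% or more; inactive means inhibition below 50%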;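 further: plate controls were induced DMSO wells for no effect and uninduced yeast grown without galactose for full effect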
mIAP block: inhibitors of mouse IAP, primary screen, biochemical, luminescence, uHTS. intestinal alkaline phosphatase [Mus musculus]. purified mouse IAP, CDP-Star luminescence, 30 min. inhibition, % at 10 µM. 0.2% of 330,000 active. AID 2806, 2010;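 active means inhibition of at least 40% at 10 µM in the primary screen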;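 further: plate controls were DMSO with enzyme for no effect and no enzyme wells for full effect; values of inactives mirror those of a sister screen read the other way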
hIAP activ: human IAP activators, primary screen, biochemical, luminescence, uHTS; purified human IAP, CDP-Star luminescence, 30 min; hits give high values; 1 = vehicle-only enzyme, 0 = enzyme-free background; activation factor at 10 µM; 0.16% of 330,000 active; Intestinal-type alkaline phosphatase (Homo sapiens), P09923;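 active means activation factor of the enzyme at least 2-fold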; further: the source names both 10 and 20 µM as test concentration; values of inactives mirror those of a sister screen read the other way
SENP1 inh: human SENP1 catalytic domain inhibitors, primary screen, biochemical, FRET, uHTS; Sentrin-specific protease 1 (Homo sapiens), Q9P0U3; recombinant SENP1 catalytic domain, CyPet-SUMO1-YPet FRET cleavage; inhibition, % at 10 µM; AID 624204, 2012; 0.21% of 360,000 active;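 active means inhibition at least 30% at 10 µM, raw YFP signal under a set limit, fluorescence ratio 0.5 to 1.5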;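 further: 0% = enzyme with DMSO and 100% = no enzyme wells; some results filed as inactive read as strong as hits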
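Test system: hSENP1 catalytic domain, recombinant; Amount: 20 pM final SENP1 enzyme; Medium: Tris pH 8 buffer plus EDTA, NaCl, BME, BSA, NP40, catalase; Schedule: 50 min enzyme reaction, room temperature, light-protected; Technique: FRET fluorescence in CFP and YFP emission channels; Controls: no-enzyme wells low, DMSO-plus-enzyme wells high control.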
Starred values were filed as active, the others as inactive. A portion of the library; count on the stated rates, not on these rows.

SMILES	beta cell repl	A3G deaminase	mIAP activ	hIAP inh	A3A deaminase	NLRP3 yeast inh	mIAP block	hIAP activ	SENP1 inh
CC(C)CNS(=O)(=O)c1ccc(CCC(=O)Nc2ccc3c(c2)OCO3)cc1	-2	-6	1.1	-14	-3	-9	-6	1.1	0
COc1ccc(C)cc1S(=O)(=O)N(C)CC(=O)N1CCCCCC1	1	2	0.95	-50	1	-9	5	1.5	2
CCOC(=O)CN1C(=O)S/C(=C/c2ccc(OC)c([N+](=O)[O-])c2)C1=O	-2	-5	0.95	3	-2	-1	4	0.97	4
COc1ccc(C(=O)N(CN2CCCC2=O)c2ccc(C)cc2)cc1	1	-7	1	-9	-1	-2	-1	1.1	3
CCN1CCN(S(=O)(=O)c2ccc(Cl)c(C(=O)NCCOc3ccc(C)cc3)c2)CC1	-1	-4	1	-3	-4	14	-1	1	0
COc1ccc(CN2CCNC(=O)C2CC(=O)NCC2CCOCC2)c(C)c1C (configuration not stated)	2	-2	1	-8	1	7	-4	1.1	-4
Cc1[nH]c(C)c(C(=O)/C=C/c2ccc([N+](=O)[O-])cc2)c1C	-4	-15	0.96	16	-5	19	4	0.84	2
CN1CSC2=C(C#N)C(c3cccc(OCc4ccccc4)c3)CC(=O)N2C1 (configuration not stated)	-2	-1	0.97	-6	2	9	3	1.1	-11
CC(C)(C)c1ccc(OCCNC(=S)Nc2ccccc2)cc1	-6	-6	2.4*	2	1	10	-136	0.98	2
O=C1C(=O)N(c2ccccn2)C(c2cccc(F)c2)/C1=C(/O)c1ccccc1 (configuration not stated)	4	-8	1	2	-4	-32	0	0.98	12
COCCCNC(=S)NC(=O)c1ccc([N+](=O)[O-])cc1	-4	-3	1	-1	1	15	-2	1	0
O=C(CCSc1ccc(Br)cc1)Nc1cccnc1	1	2	1.1	20	0	23	-5	0.8	2
CCOC(=O)c1[nH]cnc1C(=O)Nc1ccc(F)cc1	-4	14	0.95	-79	-5	-1	5	1.8	-1
O=C(/C=C/c1ccc(F)cc1)Nc1cccc(S(=O)(=O)Nc2cccc(C(F)(F)F)c2)c1	0	-3	0.94	22	-3	21	6	0.78	0
C/C(=N/Nc1nc(-c2ccccc2)cc(-c2ccc(F)cc2)n1)c1cccc(N)c1	-3	-1	0.79	17	1	3	21	0.83	-36
Cc1ccc(CNC(=O)COC(=O)c2ccc(S(=O)(=O)N3CCCC3)cc2)cc1	0	-2	1	12	-3	6	0	0.88	2
CC(C)(C)n1ncc2c(=O)n(CC(=O)Nc3ccccc3)cnc21	-2	-4	0.93	-6	-3	14	7	1.1	-2
C/C(N)=C(/C#N)C(=O)CSc1ccccc1F	-3	-4	0.98	14	0	12	2	0.86	-1
O=C(C#Cc1ccccc1)c1cccc([N+](=O)[O-])c1	-4	-3	0.89	-3	1	-4	11	1	3
Cc1nc(Cl)c(C(=O)NCCC(C)C)c(C)c1[N+](=O)[O-]	-2	-7	0.97	15	-1	1	3	0.85	2
CCOC(=O)c1ccc(CC(=O)c2ccc(O)c(O)c2O)o1	-5	1	0.8	-18	2	23	20	1.2	3
O=C(COC(=O)c1nc(Cl)ccc1Cl)NC1CCS(=O)(=O)C1 (configuration not stated)	0	-3	0.99	10	6	4	0	0.9	1
O=C1C2CCCCC2C(=O)N1c1ccc(S(=O)(=O)Nc2ncccn2)cc1 (configuration not stated)	-4	1	0.95	10	2	-3	4	0.9	4
CC(=O)NCC(O)c1ccc([N+](=O)[O-])cc1 (configuration not stated)	1	-5	0.99	3	-2	7	1	0.97	0
Cc1csc(=O)n1CC(=O)Nc1ccc(Cl)c(Cl)c1	-5	-2	1	-6	4	12	0	1.1	-6

(next part)
SMILES	beta cell repl	A3G deaminase	mIAP activ	hIAP inh	A3A deaminase	NLRP3 yeast inh	mIAP block	hIAP activ	SENP1 inh
CCN1CCN(CC(=O)Nc2cc(F)ccc2C)CC1	-3	-1	0.94	-16	-1	16	6	1.2	1
Cc1ccc(Nc2c(-c3ccccn3)nc3cc(C)ccn23)cc1	-7	-7	0.83	-12	1	53*	17	1.1	0
CCCCNC(=O)NS(=O)(=O)c1ccc(C(=O)OC(C)C)o1	-2	-3	1	-6	-3	10	0	1.1	0
Cc1c(NS(=O)(=O)c2cc([N+](=O)[O-])ccc2Cl)c(=O)n(-c2ccccc2)n1C	-2	-7	1.1	-8	0	-3	-13	1.1	0
O=C(COc1ccc2ccccc2c1)NCCNC(=O)COc1ccc2ccccc2c1	-1	-3	1.1	-5	3	17	-8	1.1	-4
COc1ccc(NC2CCCN(Cc3cccc4cnccc34)C2)cc1 (configuration not stated)	0	-9	0.99	-31	-6	15	1	1.3	0
Cn1c(CC(=O)NN)c(Sc2ccccc2)c2ccccc21	-4	-7	1.1	-3	1	18	-6	1	3
CCOC(=O)/C(C#N)=C/c1cc(C)n(-c2ccccc2)c1C	-3	-1	0.91	4	0	14	9	0.96	-5
CCCCN(CC)CCNC(=O)CCNC(=O)Cn1ccc2ccccc2c1=O	2	-3	1.1	-20	-5	-2	-12	1.2	3
CCc1csc(CNC(=O)C2CCC(=O)N(Cc3cccc(F)c3)C2)n1 (configuration not stated)	-2	-9	1.1	13	0	11	-6	0.87	1
O=C(COC(=O)COc1ccc(Br)cc1)NNC(=O)c1ccccc1	-1	0	0.85	14	0	3	15	0.86	5
CCCOc1ccc(/C(O)=C2/C(=O)C(=O)N(CCN(C)C)C2c2ccc(OC)c(OC)c2)cc1 (configuration not stated)	0	-2	0.98	-3	0	12	2	1	-1
COc1ccc(OCC(=O)Nc2ccccc2C(=O)Nc2ccc(C(=O)O)cc2)cc1	3	0	1	-30	4	2	0	1.3	1
O=C(CNC(=O)c1ccc(Cl)cc1Cl)OCc1ccccc1	-3	0	1	6	1	0	-3	0.94	1
Cc1ccc2c(c1)N(C(=O)CCC(=O)NC1CCCCCC1)CC(C)O2 (configuration not stated)	3	0	1	0	3	-8	-2	1	5
Cc1ccc(S(=O)(=O)N2CCCCC2)cc1NC(=O)Nc1ccc(Cl)cc1Cl	-6	1	1.6	2	2	4	-61	0.98	0
CCC(NC(=O)c1ccccc1NC(=O)c1ccco1)C(=O)NNC(=O)c1ccncc1 (configuration not stated)	2	-3	1	4	-2	24	0	0.96	-1
Cc1cc(C)cc(NC(=O)C(OC(=O)c2cc[n+]([O-])cc2)c2ccccc2)c1 (configuration not stated)	1	-10	1	11	-3	14	-4	0.89	0
C[C@H](CO)N1C[C@H](C)[C@@H](CN(C)S(=O)(=O)c2cn(C)cn2)Oc2ccc(NC(=O)Nc3ccccc3)cc2C1=O	-1	-8	1.7	4	-2	8	-69	0.96	3
CC(=O)c1ccc(N2CCC(C(=O)O)CC2)cc1	-4	-5	1	-4	-7	15	-3	1	0
CCOc1ccc(-c2nnc(-c3cccnc3)o2)cc1OCC	-3	-4	1.1	11	-1	1	-5	0.89	2
CCC(C)NC(=S)Nc1ccc2nc(N3CCOCC3)cc(C)c2c1 (configuration not stated)	-5	-6	1.2	13	-2	22	-18	0.87	-19
CCN(CC1COc2ccccc2O1)C(=S)NC1CC2CCC1C2 (configuration not stated)	-3	-6	1.1	-14	-8	30	-12	1.1	1
Cc1ccc(CN2CCN(C3CCC3)CC2CCO)cc1 (configuration not stated)	-2	3	1.1	-22	-5	21	-7	1.2	1
COc1cccc(CNC(=O)c2ccc(CS(=O)c3ccccc3)o2)c1 (configuration not stated)	3	-6	1	-7	-1	-3	-4	1.1	0

The listing continues:
SMILES	beta cell repl	A3G deaminase	mIAP activ	hIAP inh	A3A deaminase	NLRP3 yeast inh	mIAP block	hIAP activ	SENP1 inh
COc1ccc(Oc2nc(SC)nc3ccccc23)cc1	0	-3	1	3	-2	28	0	0.97	1
Cc1ccc(C(=O)Nc2ccc3[nH]c(=O)[nH]c3c2)c(C)c1	-2	0	1	5	5	9	-1	0.95	0
CCOC(=O)c1c(C)[nH]c(C)c1S(=O)(=O)NCC1CCN(Cc2ccccc2F)CC1	2	-4	1	-2	-4	-5	-2	1	-3
COc1cc2[nH]c(=S)nc(Nc3ccc(NC(C)=O)cc3)c2cc1OC	-2	-6	0.84	16	-4	13	16	0.83	0
Cc1ccc(C(=O)N2CCOCC2)cc1[N+](=O)[O-]	-2	-1	1	0	3	7	-3	1	1
CCOC(=O)c1c(NC(=O)c2cnn3c2NC(c2cccc(OC)c2)CC3C(F)(F)F)sc2c1CCCC2 (configuration not stated)	-2	-1	0.92	7	-2	14	8	0.93	-17
COc1ccc(C(CNC(=O)c2cc(C)oc2C)N2CCOCC2)cc1 (configuration not stated)	-3	-3	0.99	-19	-2	1	1	1.2	-8
Cc1ccc(C)c(S(=O)(=O)Nc2ccc(C(N)=O)cc2)c1	-1	-1	1.1	-7	-1	6	-8	1.1	-2
CN(C)S(=O)(=O)c1cccc(NC(=O)CNCc2ccccn2)c1	-1	-3	1	-24	-5	8	-3	1.2	-1
O=C(Nc1cccc(C(=O)N2CCOCC2)c1)c1ccc([N+](=O)[O-])cc1	-3	-3	1	-21	-4	18	-4	1.2	-2
N#Cc1cn(CC(=O)N2CCCC2)c2ccccc12	-3	-3	0.94	6	1	3	6	0.94	-2
O=C(N/N=C/c1c[nH]c2ccccc12)c1ccn[nH]1	-2	-11	0.98	-37	-4	17	2	1.4	-1
COc1ccc(S(=O)(=O)N(C)c2c(C)n(C)n(-c3ccccc3)c2=O)cc1OC	-4	-3	1	-18	-1	31	0	1.2	0
CCN(CC(=O)Nc1ccc(S(=O)(=O)N2CCOCC2)cc1)Cc1ccccc1	-7	-4	0.97	-22	2	-11	3	1.2	1
O=C(CCN1CCN(S(=O)(=O)c2ccc(F)cc2)CC1)Nc1ccccc1F	-2	-4	1	-4	-3	7	-3	1	0
O=c1c(CN2CCN(c3cccc(Cl)c3)CC2)coc2c(Cl)cc(Cl)cc12	-4	0	0.92	16	-1	8	8	0.84	1
O=C(O)C1C(=O)NCC1c1ccccc1 (configuration not stated)	-6	-2	0.87	16	-1	14	13	0.84	1

Reformatted with two lines to a compound: part of the list above.
Each structure is followed by: beta cell repl	A3G deaminase	mIAP activ	hIAP inh	A3A deaminase	NLRP3 yeast inh	mIAP block	hIAP activ	SENP1 inh
COc1ccc(S(=O)(=O)N(C)c2c(C)n(C)n(-c3ccccc3)c2=O)cc1OC
 : -4	-3	1	-18	-1	31	0	1.2	0
CN(C)S(=O)(=O)c1cccc(NC(=O)CNCc2ccccn2)c1
 : -1	-3	1	-24	-5	8	-3	1.2	-1
